Runt-SMMHC FRET – blocks binding of human RUNX1 Runt domain to CBFb-SMMHC; Q01196+Q13951; Cerulean-Runt/Venus-CBFb-SMMHC FRET ratio 530/480, 1 h; inhibition, % at 20 µM; hit rate 0.74% among 220,000;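 active means mean inhibition across duplicate retests at 20 µM reaching about 50%, limit read from the data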;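 further: 0% = DMSO wells and 100% = wells with excess untagged CBFb-SMMHC; inhibitors lower the FRET ratio by blocking Runt binding to CBFb-SMMHC; some results filed as inactive read as strong as hits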
RBBP9 inhibitor – blocks human serine hydrolase RBBP9 | O75884 | recombinant RBBP9, FP-Rh probe fluorescence polarization | inhibition, % at 7.94 µM | hit rate 0.2% among 220,000 | AID 1515;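 active means inhibition above the campaign mean of all tested compounds plus 3 SD, cut at about 14% in these data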;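 further: plate controls were DMSO wells with RBBP9 for no effect and wells lacking RBBP9 protein for full effect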
Target sequence (O75884 whole entry, looked up): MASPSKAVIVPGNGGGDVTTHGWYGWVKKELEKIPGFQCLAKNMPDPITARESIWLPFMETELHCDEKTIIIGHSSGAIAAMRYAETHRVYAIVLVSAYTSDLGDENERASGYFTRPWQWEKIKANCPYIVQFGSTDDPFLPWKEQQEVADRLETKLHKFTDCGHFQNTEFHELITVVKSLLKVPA
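System: RBBP9 protein / Quantity: 2.5 µM RBBP9 dispensing solution, before mixing / Also added: Serine-hydrolase probe FP-Rh, 375 nM pre-mixing / Dosing: 7.94 µM single dose, 0.794% DMSO / Timing: enzyme-compound preincubation 30 min, then probe labeling 45 min, 25 °C / Signal: FP readout at 525/598 nm / Controls: DMSO-treated enzyme wells and wells lacking RBBP9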
Tb hexokinase – blocks Trypanosoma brucei hexokinase 1 activity | recombinant TbHK1, G6PDH-coupled NADH A340 | inhibition, % at 10 µM | hit rate 0.11% among 220,000;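 active means inhibition of 50% or more in the single-dose primary screen; inactive means inhibition below 50%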
p97 inhibitor – inhibitors of human p97 ATPase. recombinant p97 ATPase, Kinase-Glo ATP luminescence, 3 h. inhibition, % at 8 µM. hit rate 0.42% among 220,000. P55072; in the data active means inhibition above about 15%;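 further: 0% = DMSO vehicle and 100% = wells lacking enzyme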
Target sequence (P55072 whole entry, looked up): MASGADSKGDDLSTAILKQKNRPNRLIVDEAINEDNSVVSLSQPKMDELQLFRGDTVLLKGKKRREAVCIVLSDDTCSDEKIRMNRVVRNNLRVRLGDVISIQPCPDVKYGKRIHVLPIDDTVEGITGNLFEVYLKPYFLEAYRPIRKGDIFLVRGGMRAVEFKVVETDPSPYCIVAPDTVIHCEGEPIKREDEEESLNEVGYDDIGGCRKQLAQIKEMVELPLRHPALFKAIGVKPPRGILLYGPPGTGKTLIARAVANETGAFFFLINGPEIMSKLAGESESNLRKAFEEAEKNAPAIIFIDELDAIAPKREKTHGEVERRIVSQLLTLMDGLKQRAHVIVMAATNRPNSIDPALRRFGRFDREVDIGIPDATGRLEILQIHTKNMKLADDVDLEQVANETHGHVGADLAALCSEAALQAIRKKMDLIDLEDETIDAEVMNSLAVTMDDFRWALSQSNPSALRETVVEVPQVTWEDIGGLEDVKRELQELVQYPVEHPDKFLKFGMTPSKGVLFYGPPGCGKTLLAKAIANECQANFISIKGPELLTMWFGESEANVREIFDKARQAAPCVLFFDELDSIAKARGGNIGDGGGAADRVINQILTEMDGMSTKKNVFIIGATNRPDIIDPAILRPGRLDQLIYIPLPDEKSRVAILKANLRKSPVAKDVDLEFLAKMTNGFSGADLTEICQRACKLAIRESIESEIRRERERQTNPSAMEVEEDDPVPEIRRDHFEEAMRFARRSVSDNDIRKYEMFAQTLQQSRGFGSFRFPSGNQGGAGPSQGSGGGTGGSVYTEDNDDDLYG
EBV gp42 inh – EBV gp42 inhibition; Q1HVG2; Fluorescence polarization binding assay, mP read-out; inhibition, % (tested at 21.74 µM); hit rate 0.42% among 220,000; AID 1085; in the data active means inhibition above about 50%
m-calpain inh – blocks pig calpain II enzyme activity. purified calpain II, fluorogenic peptide substrate, 30 min. inhibition, % at 16 µM. hit rate 0.37% among 220,000;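 active means inhibition above about 50%, limit read from the data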
Runt-CBFb FRET – inhibitors of human RUNX1 Runt domain binding to CBFb. Q01196+Q13951. Cerulean-Runt/Venus-CBFb FRET ratio 530/480, 1 h. inhibition, % at 20 µM. hit rate 0.46% among 220,000. AID 1496;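 active means inhibition over about 50% at 20 µM in the single-dose screen, limit read from the data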;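 further: 0% = DMSO wells and 100% = excess unlabeled CBFb competitor control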
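Reagent – Venus-CBFb binding partner, 100 nM · Assay system – Cerulean-tagged RUNX1 Runt domain (FRET donor) fusion protein · Input – 100 nM per protein · Incubation – two 1 h room-temperature incubations shielded from light · Measured by – FRET fluorescence · Medium – Tris buffer pH 7.5 with salts and BSA · Benchmarks – unlabeled CBFb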
NCF1 inh – p47phox (human) inhibition; P14598; hit rate 0.53% among 220,000; AID 1274; inhibition, % at 24.7 µM; p47phox/p22phox peptide binding, fluorescence polarization, 2 h;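 active means inhibition above about 30%, limit read from the data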;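 further: 0% = p47phox with labelled peptide and 100% = labelled peptide alone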
Furin inh – blocks human furin protease activity. hit rate 0.061% among 220,000. P09958. purified furin, fluorogenic substrate cleavage. AID 463115. inhibition, % at 30 µM; in the data active means inhibition above about 25%; further: inactives centre near -15
* = called active by the depositor; nt = no result given; [ ] = another dose, or the depositor's remark.

structure	Runt-SMMHC FRET	RBBP9 inhibitor	Tb hexokinase	p97 inhibitor	EBV gp42 inh	m-calpain inh	Runt-CBFb FRET	NCF1 inh	Furin inh
CCOC(=O)N1CCN(/C=C(\C#N)c2nc3ccccc3s2)CC1	-2	3	-31	0	-48	1	-2	-20	11
O=C(NCc1cccnc1)C(=O)Nc1nc2ccccc2s1	0	4	-14	3	-9	2	-1	-8	-13
CC(=O)Nc1ccc(-c2nnc(SCc3ccccc3C#N)n2C)cc1	3	2	2	-8	-13	-6	0	-6	-10[20 µM]
CC(=O)Nc1ccc(S(=O)(=O)N[C@@H](C)C(=O)OCc2cc([N+](=O)[O-])cc3c2OCOC3)cc1	2	-1	-14	6	-3	-12	-1	-7	-30
CCOc1cccc(-c2nnc(SCC(=O)Nc3ccc(OC)c(OC)c3)n2N)c1	5	-6	-1	7	-8	23	0	4	-19
C=CCn1c(C)cc(C(=O)COC(=O)c2ccc(N)c([N+](=O)[O-])c2)c1C	-1	-8	5	0	0	-2	-2	-11	-43
COc1ccccc1-n1c(=S)sc2c(=O)n(Cc3ccco3)c(SC)nc21	-3	-3	-10	4	-10	10	1	2	-9
Cn1nc(NC(=O)C(F)(F)F)c2ncc(-c3ccc(Cl)cc3)nc21	0	-5	-22	0	-11	21	0	4	-19
CN(C)c1ccc(N2CC(C)(C)C2=O)cc1	14	-2	1	9	-21	10	10	-1	-23
Cc1c(Nc2cc(N3CCOCC3)c3nonc3c2[N+](=O)[O-])c(=O)n(-c2ccccc2)n1C	-6	-1	-5	2	-26	8	1	-7	-11
COC(=O)c1cc(OC)c(OC)cc1NC(=O)c1c(C)noc1C	nt	0	-5	0	nt	nt	nt	nt	-20[20 µM]
COC(=O)Nc1cc(C)n(-c2ccccc2)n1	-2	3	-6	5	-16	3	2	-11	-9
Cc1cc(OCCOCCN(C)C)ccc1Cl	1	-10	0	-6	-2	20	0	6	-14
COc1ccc2c(C)nc(Nc3nc(-c4ccccc4)cc(=O)[nH]3)nc2c1	1	-10	-21	5	-12	-40	-7	5	-16
Cc1cccnc1NC(=O)c1cc2ccccc2oc1=O	2	-2	-17	4	-16	-3	-2	-1	-10
Cc1ccc(-n2nnc(-c3nccs3)n2)cc1	-3	2	-5	-12	-18	8	0	-10	-32
COc1ccccc1CNC(=O)CN(c1cccc([N+](=O)[O-])c1)S(C)(=O)=O	-2	-1	-4	4	-12	12	-1	-5	-29
CCOC(=O)C1(CCc2ccccc2)CCN(C(=O)CCn2cncn2)CC1	0	-1	2	4	-18	-9	1	-3	-24
O=C(NC(=S)NCCC1=CCCCC1)c1cncc(Br)c1	1	-7	4	-1	5	12	-4	0	-19
COc1ccc(-c2coc3cc(O)cc(O)c3c2=O)cc1	-2	-9	-14	4	-1	4	-4	-4	-10
CCn1ncc(/C=N/NC(=O)c2cc(Cl)ccc2OC)c1C	1	-11	-11	2	-10	-1	-1	-7	-2
Cc1sc2nc(CN(Cc3cccs3)C(=O)C3CC3)[nH]c(=O)c2c1C	3	-2	7	-8	-20	8	-2	1	-1[20 µM]
Cc1cc2cc(C)c3nnc(SCC(=O)N4CCN(C(=O)c5ccco5)CC4)n3c2cc1C	nt	-8	-3	4	nt	nt	nt	nt	-16[20 µM]
Cc1c(NC(=O)C(C)OC(=O)C(NC(=O)c2ccco2)C(C)C)c(=O)n(-c2ccccc2)n1C (centres undefined)	-8	-6	-3	-1	-8	2	-2	-5	-12[20 µM]
NC(=O)CC[C@@H]1NC(=O)[C@H](Cc2ccccc2)NC(=O)[C@H](Cc2ccc(O)cc2)NC(=O)[C@@H](N)CSSC[C@@H](C(=O)N2CCC[C@H]2C(=O)N[C@@H](CCCN=C(N)N)C(=O)NCC(N)=O)NC(=O)[C@H](CC(N)=O)NC1=O	3	4	-1	3	3	-18	0	-5	-21
O=C(COc1ccc(F)cc1Br)NCc1ccccn1	-2	-6	-4	-3	-18	3	-1	-13	-12[20 µM]
COc1ccc(-n2ncc3c(=O)n(CC(=O)N4c5ccccc5CC4C)cnc32)cc1 (centres undefined)	2	5	0	2	-11	-10	-1	-18	-7[20 µM]
CCOc1ccc(NS(=O)(=O)c2ccc3[nH]c(=O)cc(C(=O)O)c3c2)cc1	2	-6	-8	4	-5	-16	0	-12	-16
NC(=O)[C@H]1CC2(CC(c3cccc(NC(=O)CC(c4ccccc4)c4ccccc4)c3)=NO2)CN1C(=O)c1ccccc1C(=O)c1ccccc1 (some centres undefined)	-4	nt	-15	nt	-20	-76	-11	-29	-7
CSc1ccccc1NC(=O)c1c(Br)cnn1C	-2	-6	2	-10	10	0	-2	-19	-12[20 µM]
CCOC(=O)c1cc([N+](=O)[O-])sc1NC(=O)CC	2	-5	-7	2	-4	4	1	-18	-22
Cc1cc(/C=N/NC(=O)c2cccc(N(C)C)c2)c(C)n1-c1cc(C(=O)O)cc(C(=O)O)c1	6	-2	-8	-2	5	-42	8	-14	-13
Cc1c(NC(=O)Cn2nc(C(F)(F)F)c3c2CCCC3)c(=O)n(-c2ccccc2)n1C	2	-9	4	2	-19	-13	1	-5	-22[20 µM]
CN(C)Cc1n[nH]c(=O)c2ccccc12	0	-2	-5	-4	-4	11	0	-1	-26
COc1ccc(NC(=O)N2CCCC(CNS(=O)(=O)c3cccs3)C2)c(C)c1 (centres undefined)	-4	-10	5	5	2	-19	-1	-7	-23
Cc1ccc(C(=O)NCc2ccc3c(c2)OCO3)cc1S(=O)(=O)N1CCOCC1	-2	-11	7	-6	-12	-25	1	1	-1[20 µM]
CC(=O)N1CCN(c2ccc(NC(=O)COc3ccc(Cl)cc3Cl)cc2)CC1	1	1	0	-9	-2	3	-2	-6	-17
CCn1cc(C(=O)NCc2ccco2)c(=O)c2cc(F)c(N3CCN(C(=O)c4ccco4)CC3)cc21	-1	-13	-14	-1	0	-294	-1	-17	-15
O=C(CSc1n[nH]c(C2CCCC2)n1)NC1CCCC1	5	-1	-6	-2	-17	-16	0	-21	-23
COc1ccc(CC(=O)NNC(=O)c2cccs2)cc1OC	-4	-2	-1	8	-13	-36	1	0	-38
O=C(CN1C(=O)CSc2ccc(S(=O)(=O)N3CCCCC3)cc21)NCc1cccnc1	1	-7	0	5	0	-26	1	-11	-13
C=CCn1c(SCC(=O)NCc2ccc3c(c2)OCO3)nnc1C1CCCCC1	2	1	1	-1	-30	-25	-1	-8	-13
O=C(Nc1cccc(C(=O)O)c1)/C(=C\c1ccc2c(c1)OCO2)NC(=O)c1ccccc1	2	2	-25	7	-25	-18	0	-15	-12
Nc1nonc1-c1nc2ccccc2n1CC(=O)N1CCCCC1	-1	-1	-7	3	5	3	0	0	-9
CC(C)CC1(C(=O)NCc2ccccn2)C=CCN1C(=O)c1ccccc1 (centres undefined)	1	-8	-1	5	-3	13	-3	9	-10
COc1cc(=O)n2c(n1)SCCC2	-4	-10	11	-7	-38	-2	nt	-23	-6[20 µM]
Cn1c(=Nc2ccc(N3CCOCC3)cc2)ccc2ccccc21	0	-9	-21	2	-25	9	-1	-2	-12
COc1ccc(-n2c(C)nc3cc(C(=O)NCc4ccco4)ccc32)cc1	0	-1	-4	4	-21	4	2	-16	-17
Cc1ccc(C(=O)N2CC3(C(C)C)CN(C(=O)c4ccc(C)cc4)CC(C(C)C)(C2)C3=O)cc1	-1	8	-9	0	-13	17	-4	-6	-15[20 µM]
CCOC(=O)c1ccc(N/C=C2\CCCCC2=O)cc1	1	2	-16	5	-18	27	1	-14	-11[20 µM]

Further records
structure	Runt-SMMHC FRET	RBBP9 inhibitor	Tb hexokinase	p97 inhibitor	EBV gp42 inh	m-calpain inh	Runt-CBFb FRET	NCF1 inh	Furin inh
O=C(c1cc(Cl)cc(Cl)c1)N1CCOCC1	1	2	-2	6	-8	-28	1	-11	-7[20 µM]
Cc1ccccc1C=Nc1ccccc1C(N)=O	4	-5	-4	7	-12	-447	0	-2	-15
Cc1cnc(C(=O)Nc2nnc(C)s2)cn1	0	0	-22	7	-8	-19	0	-16	-27
CC(=O)NC(=S)Nc1ccc(S(=O)(=O)Nc2nc(C)cc(C)n2)cc1	1	0	-4	3	-16	11	1	-5	-16
CCCOc1cccc(C(=O)NC(=S)Nc2cccc(C(F)(F)F)c2)c1	3	-7	2	-2	-2	25	1	-7	-16[20 µM]
Cc1ccc(SCC(=O)c2c(C)[nH]c3ccccc23)cc1	1	-8	1	6	-22	2	-2	-21	-25
COc1ccc(C(=O)C2CCN(C(=S)NCCc3ccccc3)CC2)cc1	-2	7	2	-1	2	11	-4	-4	-14
O=C(N/N=C/c1cccc([N+](=O)[O-])c1)c1cc(-c2ccc3c(c2)OCO3)n[nH]1	-10	-10	-33	10	-16	-1	-4	12	-8
COc1cccc(-n2c(=S)[nH]c3c(oc4ccccc43)c2=O)c1	11	-15	-4	-3	3	-2	6	-7	-20
COc1cc(C(=O)NNC(=S)NC(=O)c2ccc(F)cc2)cc(OC)c1OC	4	-3	-20	6	-16	-11	17	-2	-11
CCOc1ccc(N/C=C/C(=O)c2ccc(OC)cc2)c([N+](=O)[O-])c1	-13	2	-5	3	59*	24	-7	6	0[20 µM]
Cn1cc(S(=O)(=O)N2CCN(c3ccc(F)cc3)CC2)c(=O)n(C)c1=O	1	4	-6	6	-6	-21	0	0	3
C=CCNC(=O)/C(=C\c1cccc([N+](=O)[O-])c1)NC(=O)c1ccccc1	-7	-8	0	0	1	-4	0	5	-4

A draw from above in order of length of the SMILES, highest first:
structure	Runt-SMMHC FRET	RBBP9 inhibitor	Tb hexokinase	p97 inhibitor	EBV gp42 inh	m-calpain inh	Runt-CBFb FRET	NCF1 inh	Furin inh
O=C(N/N=C/c1cccc([N+](=O)[O-])c1)c1cc(-c2ccc3c(c2)OCO3)n[nH]1	-10	-10	-33	10	-16	-1	-4	12	-8
CC(=O)NC(=S)Nc1ccc(S(=O)(=O)Nc2nc(C)cc(C)n2)cc1	1	0	-4	3	-16	11	1	-5	-16
Cc1cnc(C(=O)Nc2nnc(C)s2)cn1	0	0	-22	7	-8	-19	0	-16	-27

Screens from PubChem.
